Bioassay records (PubChem)
H1N1 NS1A inhibition = NS1A inhibition, H1N1 influenza, cell based functional assay (AID 504329); inhibition, % at 12.5 µM, or IC50 in µM where a hit was titrated; NS1A functional cell-based assay, percent inhibition; higher % means a stronger effect; hit rate 0.3% among 340,000; in the data active = a potency from the dose series; inconclusive = inhibition above about 27% without an active follow-up result; also: strong numbers were not always called active
inhibitors of VEEV = inhibitors of VEEV TC-83 cytopathic effect, confirmation, Vero cells (AID 588727). Vero cells, VEEV TC-83 cytopathic effect inhibition; higher % means a stronger effect. inhibition, % at 20 µM, or IC50 in µM where a hit was titrated. hit rate 0.13% among 350,000; in the data active = a potency from the dose series; inconclusive = inhibition mostly from about 14% at the one dose, without a potency; inactive = the rest, 99 in 100 with inhibition below about 12%; also: strong numbers were not always called active
Salmonella PhoP GFP = Inhibition of PhoP regulon, Salmonella typhi GFP reporter cells, confirmation, 4 h (AID 1850) | Salmonella Typhi PhoP-promoter GFP reporter, fluorescence, 4 h; higher % means a stronger effect | inhibition, % at 50 µM, or IC50 in µM where a hit was titrated | hit rate 0.33% among 310,000; in the data active = a potency from the dose series; inconclusive = inhibition mostly from about 25% at the one dose, without a potency; inactive = the rest, 99 in 100 with inhibition below about 19%;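 also: 0% = induced wells with vehicle and 100% = uninduced wells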
tuberculosis growth = growth inhibition of non-replicating M. tuberculosis (AID 488890); Mycobacterium tuberculosis non-replicating, growth inhibition; higher % means a stronger effect; hit rate 0.39% among 320,000; inhibition, % at 25 µM; hits with a dose series show IC50 in µM; in the data active = a potency from the dose series; inconclusive = inhibition mostly from about 82% at the one dose, without a potency; inactive = the rest, 99 in 100 with inhibition below about 76%;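 also: plate controls were DMSO cells for no effect and high antibiotic wells for full effect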
H37Rv inhibition = M. tuberculosis growth inhibition, HTS (AID 449762); M. tuberculosis H37Rv growth inhibition, 7H9 media; higher % means a stronger effect; inhibition, % at 25 µM; hits with a dose series show IC50 in µM; hit rate 0.59% among 330,000; in the data active = a potency from the dose series; inconclusive = inhibition above about 70% without an active follow-up result;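 also: bacterial growth assessed after seven days of incubation; strong numbers were not always called active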
inhibitors of VEEV 10K pilot screen = second read-out of inhibitors of VEEV, no call of its own (marks repeat the call); inhibition, %; measured here: 10K pilot screen inhibition
* marks the source's active call; other numbers are inactive results; i = inactive; ? = inconclusive; · = no result given.

A first look, 3 compounds:
SMILES | H1N1 NS1A inhibition | inhibitors of VEEV | Salmonella PhoP GFP | tuberculosis growth | H37Rv inhibition | others
CC(O)CNc1nc2c(c(=O)n(Cc3cccc(Cl)c3)c(=O)n2C)n1C (configuration not stated) | -4.7% | 1.2% | 0.7% | -5.4% | -0.9%
CCC1=NN(C(=O)Cc2ccc([N+](=O)[O-])cc2)C(O)(C(C)(C)C)C1 (configuration not stated) | -1.1% | 0.5% | -11.8% | 38.3% | 4.9%
CC(C)Cc1ccc(S(=O)(=O)N2CCN(C(=O)c3ccco3)CC2)cc1 | 69.2% | i | -6.0% | 10.4% | -4.1%

Results, from the first entry:
SMILES | H1N1 NS1A inhibition | inhibitors of VEEV | Salmonella PhoP GFP | tuberculosis growth | H37Rv inhibition | others
CC(O)CNc1nc2c(c(=O)n(Cc3cccc(Cl)c3)c(=O)n2C)n1C (configuration not stated) | -4.7% | 1.2% | 0.7% | -5.4% | -0.9%
CCC1=NN(C(=O)Cc2ccc([N+](=O)[O-])cc2)C(O)(C(C)(C)C)C1 (configuration not stated) | -1.1% | 0.5% | -11.8% | 38.3% | 4.9%
CC(C)Cc1ccc(S(=O)(=O)N2CCN(C(=O)c3ccco3)CC2)cc1 | 69.2% | i | -6.0% | 10.4% | -4.1%
CCC(=NC1CC(C)(C)NC(C)(C)C1)C1=C(O)CC(C)(C)CC1=O | -0.8% | 0.2% | 4.5% | 0.0% | -1.0%
O=C(CSc1nc2ccccc2[nH]1)NCc1ccco1 | 9.6% | 0.3% | 2.1% | 10.2% | 2.3%
Cc1cc(C)nc(/N=C(\N)N2CCCCCC2)n1 | 8.2% | 0.3% | -2.3% | -23.3% | -3.5%
COC(=O)C1CCN(S(=O)(=O)CCNC(=O)c2ccc(F)cc2)CC1 | -3.2% | 0.9% | 7.1% | -12.2% | -3.4%
CCOC(=O)CCc1c(C)c2ccc(OC3CCCCC3=O)cc2oc1=O (configuration not stated) | -23.1% | 0.2% | -1.3% | 1.6% | 4.3%
Cc1nc(NC(=O)/C=C/c2ccccc2)sc1C(=O)Nc1ccc(Cl)cc1 | -11.5% | 6.9% | -3.9% | -2.5% | 0.4%
Cc1[nH][nH]c(=O)c1C(c1c(C)[nH][nH]c1=O)c1cn(Cc2ccccc2Cl)c2ccccc12 | 21.2% | 4.6% | · | · | ·
Cc1nc2nc(-c3cccnc3)nn2c(C)c1Cl | 5.6% | 0.8% | 1.1% | -15.0% | -6.3%
COC(=O)c1ccc(N2C(=O)Nc3ccccc3N2O)cc1 | -7.3% | 0.3% | -9.4% | 9.8% | -0.8%

Nothing new here: four of the compounds above.
SMILES | H1N1 NS1A inhibition | inhibitors of VEEV | Salmonella PhoP GFP | tuberculosis growth | H37Rv inhibition | others
CC(O)CNc1nc2c(c(=O)n(Cc3cccc(Cl)c3)c(=O)n2C)n1C (configuration not stated) | -4.7% | 1.2% | 0.7% | -5.4% | -0.9%
CCC1=NN(C(=O)Cc2ccc([N+](=O)[O-])cc2)C(O)(C(C)(C)C)C1 (configuration not stated) | -1.1% | 0.5% | -11.8% | 38.3% | 4.9%
CC(C)Cc1ccc(S(=O)(=O)N2CCN(C(=O)c3ccco3)CC2)cc1 | 69.2% | i | -6.0% | 10.4% | -4.1%
CCC(=NC1CC(C)(C)NC(C)(C)C1)C1=C(O)CC(C)(C)CC1=O | -0.8% | 0.2% | 4.5% | 0.0% | -1.0%

(list continues)
SMILES | H1N1 NS1A inhibition | inhibitors of VEEV | Salmonella PhoP GFP | tuberculosis growth | H37Rv inhibition | others
O=C(OCC(=O)N1CCCc2ccccc21)c1c(F)cccc1F | 4.3% | i | -8.6% | 14.1% | -0.9%
CCc1nc(N)c(C#N)c(-c2ccc(OC)c(OC)c2)c1C | 1.0% | 1.5% | 0.2% | -10.3% | 2.0% | inhibitors of VEEV 10K pilot screen=0.8
COc1ccc(OCC(O)CNC(=O)Nc2cc(F)ccc2C)cc1 (configuration not stated) | -0.8% | i | -8.8% | 21.5% | 1.4%
O=C(CN1C(=O)CNC1=O)Nc1cccc(C(F)(F)F)c1 | 0.7% | i | -9.1% | 11.0% | -5.2%
CCOC(=O)C1(CC2CCCCO2)CCN(C(=O)NCc2ccccc2)CC1 (configuration not stated) | 7.6% | 0.6% | 7.7% | 3.4% | -8.5%
Cc1csc2ncnc(NCCc3ccccn3)c12 | -2.6% | i | -6.4% | 20.7% | 2.4%
CC(C)Oc1cc2oc(=O)c3c(c2cc1Cl)CCC3 | 7.4% | 1.6% | 0.3% | 0.9% | -5.1%
COc1ccc(/C=N/N=C2/NC(=O)C(c3ccccc3)(c3ccccc3)S2)cc1 | 9.7% | i | 19.8% | -4.6% | 1.5%
CCN(CC(=O)NC1CCCC1)S(=O)(=O)c1ccc(C)cc1 | -18.6% | 0.1% | -12.0% | 12.8% | -7.1%
O=C(CCN1CCc2ccccc2CC1)c1ccc2c(c1)OCCO2 | 7.1% | i | 21.1% | ? | 18.0%
Cc1ccc(NC(=O)CSc2ccccc2NC(=O)c2ccccc2)cc1Cl | -2.2% | i | -8.2% | 39.9% | 5.4%
N#Cc1ccc[n+](CC(=O)c2ccc(Cl)cc2)c1 | 8.6% | 0.3% | 6.1% | -5.8% | -1.4%
COC(=O)C1=C(NC(=O)c2ccc(C)cc2)CCS1 | -12.0% | i | -4.2% | 18.7% | -10.7%
O=C(Cn1ncc2c3ccccc3n(Cc3ccccc3)c2c1=O)NCc1ccccn1 | 6.2% | 0.7% | -14.8% | 3.5% | 5.1%
O=C(Nc1cccc(F)c1)c1c(F)c(F)c(F)c(F)c1F | 0.6% | i | 4.6% | 14.0% | 12.6%
Cc1cc([N+](=O)[O-])nn1CCCC(=O)O | 1.1% | 0.3% | 1.1% | -11.5% | -12.2%
Cc1ccc(N2C(=O)C(Cc3ccccc3)NC2=S)cc1 (configuration not stated) | -11.1% | i | 1.7% | 41.0% | 0.8%
Cc1ccc2nc(SCC(=O)N(CC(C)C)c3c(N)n(Cc4ccccc4)c(=O)[nH]c3=O)[nH]c2c1 | 15.8% | 2.5% | 4.2% | 29.9% | -1.6%
CCN(CC(=O)Nc1c(F)cccc1F)C(=O)CCCOc1ccccc1 | -0.7% | 3.6% | · | · | ·
CC1(C)C2CCC1(C)C1(C2)NC(=O)c2ccccc2O1 (configuration not stated) | -2.0% | 3.1% | -0.8% | 10.2% | 2.2%
O=C1CCC(C(=O)N2CCN(c3cnccn3)CC2)CN1CCc1cccc(F)c1 (configuration not stated) | -7.2% | 1.7% | 1.8% | 3.1% | 6.2%
CCC(C)NC(=O)c1ccccc1NC(=O)Nc1ccccc1 (configuration not stated) | 2.3% | i | 2.4% | -5.4% | -4.9%
Cc1cc(C)cc(C(=O)NCC(=O)N2CCC3(CC2)NCCc2[nH]cnc23)c1 | -4.6% | 0.3% | -2.6% | -1.6% | -2.9%
CCOc1ccccc1NC(=S)Nc1ccccc1F | -0.5% | 1.9% | 1.3% | 27.1% | -5.6%
O=C(O)CNC(=O)C1CCCN1C(=O)CNC(=O)OCc1ccccc1 (configuration not stated) | 17.5% | 0.3% | -2.8% | -7.9% | 3.8%
O=C(CSc1nc2[nH]c(=O)cc(O)c2s1)Nc1cccc(Br)c1 | -9.5% | 0.5% | · | 27.5% | -6.2%
CCn1c(SCC(=O)c2ccccc2)nc2sc3c(c2c1=O)CCN(C)C3 | -0.7% | 2.4% | 8.1% | 77.5% | 2.0%
O=C(CNc1ccc(Br)cc1)NC(=O)NC1CCCCC1 | -8.3% | 2.8% | · | · | ·
CC(C)CNC(=O)COC(=O)c1ccccc1SCC(=O)NCC(C)C | -2.2% | 0.7% | 11.4% | -30.7% | 5.4%
O=C(CNC1CCCC1)Nc1ccc(S(=O)(=O)N2CCCCC2)cc1 | 5.0% | 0.6% | 8.5% | 4.5% | 3.9%
CCCN1CCC(=O)N([C@H](CN=[N+]=[N-])CC(C)C)CC1 | 4.1% | 0.7% | -7.3% | 56.0% | 1.0%
COc1ccccc1NS(=O)(=O)c1cccc(NC(=O)Nc2ccccc2)c1 | 4.6% | 1.1% | -3.2% | 19.3% | -1.8%
CCc1nc(SCc2ccc([N+](=O)[O-])cc2)n[nH]1 | -4.0% | 1.3% | -6.4% | 11.4% | 6.0%
C=CCOc1ccc2c(c1)c(=O)cc(C(=O)O)n2CC | -4.7% | 0.3% | 2.8% | -10.1% | 2.0%
O=C(Cc1n[nH]c(=O)c2ccccc12)Nc1cccc(S(=O)(=O)N2CCCC2)c1 | -3.5% | i | 4.5% | 23.2% | -1.6%
CC1Cc2ccccc2N1S(=O)(=O)c1cccc(C(=O)N2CC(=O)Nc3ccccc32)c1 (configuration not stated) | 11.8% | 7.0% | 24.8% | 38.3% | 2.3%
CCN(CC)CC(=O)NC1CCCc2c1cnn2-c1cc(F)cc(F)c1 (configuration not stated) | -11.6% | 0.5% | 3.7% | 6.5% | 4.2%
Cc1c(C2(O)C(=O)Nc3ccc(F)cc32)c(=O)n(-c2ccccc2)n1C (configuration not stated) | -4.7% | 3.2% | 24.4% | -13.8% | -10.2%
CCOC(=O)c1sc(NC(=O)CC)c(C#N)c1C | 3.6% | i | -4.0% | -3.9% | -9.5%
O=C(CN1CCCCC1)Nc1ccccc1 | 4.9% | 0.3% | -2.1% | -6.4% | -5.7%
Cc1nnc(SCc2ccccc2)n1CC1CCCO1 (configuration not stated) | 11.2% | 1.5% | -7.3% | 2.7% | 1.1%
CC(=O)c1ccc(S(=O)(=O)N2CCN(C(=O)CSC(=S)N3CCCC3)CC2)cc1 | -5.6% | 4.5% | 4.6% | 12.8% | 5.5%
COc1cccc(C(=O)NCCS(=O)(=O)N(C)C2CCCCC2)c1 | -12.2% | 0.6% | 8.9% | -9.4% | -7.2%
Cc1ccc(C(=O)N2CCCCC2)cc1S(=O)(=O)N1CCCC1 | -2.9% | 1.3% | -18.8% | -0.3% | 0.8%
COc1ccc(NCc2n[nH]c(=O)c3ccccc23)cc1 | 8.9% | 3.1% | -1.7% | 6.4% | 61.2%
CCN(C(=O)COC(=O)C1CC1C)c1c(N)n(Cc2ccccc2)c(=O)[nH]c1=O (configuration not stated) | -3.0% | 2.0% | · | · | ·
CCOc1nc2cnccc2n(CC(=O)Nc2c(C)cccc2CC)c1=O | 2.4% | i | -5.0% | 9.8% | 0.3%
CCS(=O)(=O)Nc1ccc(C2=NN(C(=O)c3ccco3)C(c3ccc(Cl)o3)C2)cc1 (configuration not stated) | 0.1% | 9.4% | · | 1.8% | 2.8%
O=C1C2CC=CCC2C(=O)N1c1n[nH]c(-c2ccccc2)n1 (configuration not stated) | -7.2% | 2.2% | 10.0% | -11.2% | 3.4%
CCOC(=O)Cc1csc(NC(=O)c2c(-c3c(F)cccc3Cl)noc2C)n1 | 7.1% | i | -6.9% | 38.3% | -5.1%
CC(C)(C)c1cccc(P(=O)(c2ccccc2)c2ccccc2)c1O | 2.6% | 2.0% | 3.7% | 12.0% | -0.2%
O=C(Cn1cc([N+](=O)[O-])cn1)N1N=C(C(F)F)CC1(O)C(F)F (configuration not stated) | -0.4% | i | 6.2% | -3.5% | -3.1%
COc1ccc(-n2nnnc2S(=O)(=O)Cc2ccc(C(=O)O)cc2)cc1 | -6.3% | i | -1.2% | 78.9% | -4.0%
CNC(=S)Nc1cccc(-c2cnc3ccccc3n2)c1 | -4.5% | 6.3% | -0.6% | 52.0% | -2.6%
CCOC(=O)C1CCN(C(=O)CN2C(=O)c3ccccc3Sc3ncccc32)CC1 | -0.8% | 2.5% | 4.2% | 3.3% | 1.5%
